Source: PubChem BioAssay (several laboratories)
DUSP3 inh – inhibitors of human VHR1 phosphatase (DUSP3); inhibition, % at 13.3 µM; hit rate 0.52% among 290,000; AID 1654; recombinant VHR phosphatase, pNPP absorbance; P51452; in the data active = inhibition above about 50%; note: some compounds called inactive have numbers as strong as hits
FBA Mtb inh – inhibitors of M. tuberculosis fructose-bisphosphate aldolase; P9WQA3; AID 588726; inhibition, % at 1 µM; purified M. tuberculosis FBA, fluorescence read-out; hit rate 2.3% among 360,000; in the data active = inhibition above about 27%;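 note: 0% = vehicle and 100% = reference inhibitor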
MazEF act – increases E. coli MazEF RNase cleavage of RNA. P0AE70. FAM/BHQ RNA-DNA oligo cleavage fluorescence, 5 h. activation, % at 20 µM. hit rate 0.32% among 350,000; in the data active = activation above about 50%
Target sequence (P0AE70 whole entry, looked up): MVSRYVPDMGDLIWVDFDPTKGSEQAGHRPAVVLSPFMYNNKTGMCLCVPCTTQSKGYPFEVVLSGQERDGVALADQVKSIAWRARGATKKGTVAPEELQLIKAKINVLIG
BioA inh – blocks M. tuberculosis BioA enzyme activity; AID 602481; inhibition, % at 9.99 µM; hit rate 0.096% among 360,000; purified M. tuberculosis BioA enzyme, plate reader; in the data active = inhibition above about 40%
PriA SSB inh – blocks PriA binding to SSB C-terminal tail; AlphaScreen SSBct-PriA binding, biotinylated peptide; inhibition, % at 33 µM; hit rate 0.6% among 430,000; in the data active = inhibition mostly above about 37%, no sharp cut-off; inactive = mostly below about 20%;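 note: plate controls were negative control peptide for no effect and reference peptide for full effect; strong numbers were not always called active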
3CLpro inhibitor – SARS-CoV 3CLpro protease inhibition | P0C6X7 | recombinant SARS-CoV 3CLpro, quenched FRET peptide cleavage | inhibition, % at 6 µM | hit rate 0.14% among 290,000; in the data active = inhibition above about 12%
Rv3671c protease – inhibitors of M. tuberculosis serine protease Rv3671c | P9WHR9 | inhibition, % at 5.96 µM | hit rate 0.048% among 320,000; in the data active = inhibition above about 38%;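 note: extracellular domain of Rv3671c used as enzyme; 0% = enzyme with DMSO and 100% = no enzyme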
Target sequence (P9WHR9 whole entry, looked up, the tested form may be a part): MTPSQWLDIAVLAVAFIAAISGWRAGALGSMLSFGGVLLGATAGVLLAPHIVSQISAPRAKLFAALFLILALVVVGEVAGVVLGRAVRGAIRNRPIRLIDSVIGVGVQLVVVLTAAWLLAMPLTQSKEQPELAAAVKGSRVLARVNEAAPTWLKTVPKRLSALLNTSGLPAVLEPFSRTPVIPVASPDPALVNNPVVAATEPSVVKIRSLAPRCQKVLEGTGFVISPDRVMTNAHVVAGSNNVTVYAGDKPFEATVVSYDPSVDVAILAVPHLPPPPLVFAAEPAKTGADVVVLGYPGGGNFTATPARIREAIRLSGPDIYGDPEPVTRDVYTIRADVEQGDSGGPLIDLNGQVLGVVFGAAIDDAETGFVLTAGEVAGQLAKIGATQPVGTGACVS
Mtb UGM inh – inhibitors of M. tuberculosis UDP-galactopyranose mutase; P9WIQ1; purified UGM, fluorescence polarization probe displacement; inhibition, % at 10 µM; hit rate 0.06% among 320,000; AID 504406; in the data active = inhibition above about 10%, passing the limit was not always enough
Target sequence (P9WIQ1 whole entry, looked up): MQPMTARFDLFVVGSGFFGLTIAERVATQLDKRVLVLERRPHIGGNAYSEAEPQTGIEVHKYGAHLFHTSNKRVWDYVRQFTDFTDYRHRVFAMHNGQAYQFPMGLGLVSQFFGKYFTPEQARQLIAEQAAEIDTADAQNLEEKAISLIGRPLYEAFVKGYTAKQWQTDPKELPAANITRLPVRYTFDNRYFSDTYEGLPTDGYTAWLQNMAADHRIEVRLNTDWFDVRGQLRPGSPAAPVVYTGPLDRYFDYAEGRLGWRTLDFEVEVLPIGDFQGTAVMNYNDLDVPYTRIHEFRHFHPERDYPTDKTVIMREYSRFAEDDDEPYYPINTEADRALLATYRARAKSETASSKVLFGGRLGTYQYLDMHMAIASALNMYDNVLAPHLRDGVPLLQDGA
GDH-TPI inh – counter-screen for M. tuberculosis FBA inhibitors: GDH-TPI coupled enzymes; GDH-TPI coupled enzyme counterscreen, NADH absorbance; inhibition, % at 4.8 µM; hit rate 1.2% among 360,000; AID 588335; in the data active = inhibition above about 30%;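 note: 0% = DMSO wells and 100% = wells lacking the enzyme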
BH1578 lux ind – quorum light induction in luxS cqsA deficient V. cholerae | V. cholerae BH1578 lux reporter, luminescence, 6 h | activation, % at 18.7 µM | hit rate 0.16% among 350,000 | AID 588436; in the data active = activation mostly above about 9.7%, no sharp cut-off; note: not every result past the cut was called active; inactives centre near 0; reference of the scale not given here
* = called active by the depositor; i = inactive; . = not tested or not shown; & = joins results of further samples. The list is partial. The share of hits here may be higher or lower than overall.

canonical_smiles	DUSP3 inh	FBA Mtb inh	MazEF act	BioA inh	PriA SSB inh	3CLpro inhibitor	Rv3671c protease	Mtb UGM inh	GDH-TPI inh	BH1578 lux ind
Cc1cc2nc(N3CCN(C(=O)c4ccco4)CC3)sc2cc1C	.	5	3	-1.1	-3	.	2	2.0	0	0.7
Cc1c(C(=O)N2CCc3ccccc3C2)oc2ccc(S(=O)(=O)N3CCCCCC3)cc12	-10	3	-2	.	-7	0	-23	0.8	9	-0.4
C=CCOC(=O)C1=C(C)NC2(O)c3ccccc3C(=O)C12O (configuration not stated)	-21	-2	1	-2.7	-10	-1	-43	.	0	-0.4
COc1ccc(OC)c(C(=O)Cn2nnc3ccccc3c2=O)c1	32	1	38	.	-13	1	6	1.5	10	-0.3
CCN1CCc2nc3sc(C(=O)N4CCc5ccccc5C4)c(N)c3cc2C1	1	1	3	1.0	14	-17	5	2.4	6	-0.3
CC1(C)Cc2c(oc3ncn4ncnc4c23)CO1	18	1	10	-1.4	-6	-2	0	-0.5	9	0.4
N#Cc1ccc(NC(=S)NC(=O)C2CCCCC2)cc1	.	-1	5	-0.5	-7	.	-4	0.8	12	-8.3
Cc1ccc(NC(=O)Nc2cc(C(F)(F)F)c[nH]c2=O)cc1	30	0	13	-3.8	4	1	-1	-1.7	-1	-0.4
O=C(CCC(=O)N1CCN(S(=O)(=O)c2ccccc2Cl)CC1)c1ccccc1	.	-3	-6	2.1	-16	.	.	.	1	i
O=C(Nc1ccccc1)C1=C(O)CC(c2ccc(Cl)cc2)N2CCN=C12 (configuration not stated)	-10	-2	-17	.	-6	7	-8	-0.8	-4	-0.2
CCN(CC)S(=O)(=O)c1cccc(C(=O)Nc2sc3c(c2C(N)=O)CCCC3)c1	11	0	-4	-0.6	-13	0	0	5.3	2	i
CC(O)C(NS(=O)(=O)c1ccc(Cl)cc1)C(=O)OCC(=O)c1c[nH]c2ccccc12 (configuration not stated)	26	-4	9	0.9	-2	6	-10	-2.8	-12	i
CC(=NNC(=S)Nc1cccc(Cl)c1)c1ccccn1	.	1	7	.	16	.	.	.	14	.
COC(=O)c1ccc(C(=O)Nc2ccc3c(c2)C(=O)NC3=O)cc1	17	1	-23	-0.2	-11	-4	-16	-1.2	15	-0.4
Cc1cc(NCCCO)n2c(nc3ccccc32)c1C#N	0	181*	-12	-2.0	-5	-1	9	4.1	10	-1.6

Shown with values under each structure: entries from further up
Under each structure: DUSP3 inh, FBA Mtb inh, MazEF act, BioA inh, PriA SSB inh, 3CLpro inhibitor, Rv3671c protease, Mtb UGM inh, GDH-TPI inh, BH1578 lux ind
CCN1CCc2nc3sc(C(=O)N4CCc5ccccc5C4)c(N)c3cc2C1
 : 1, 1, 3, 1.0, 14, -17, 5, 2.4, 6, -0.3
CC1(C)Cc2c(oc3ncn4ncnc4c23)CO1
 : 18, 1, 10, -1.4, -6, -2, 0, -0.5, 9, 0.4
Cc1c(C(=O)N2CCc3ccccc3C2)oc2ccc(S(=O)(=O)N3CCCCCC3)cc12
 : -10, 3, -2, ., -7, 0, -23, 0.8, 9, -0.4

(continued)
canonical_smiles	DUSP3 inh	FBA Mtb inh	MazEF act	BioA inh	PriA SSB inh	3CLpro inhibitor	Rv3671c protease	Mtb UGM inh	GDH-TPI inh	BH1578 lux ind
O=C(O)CCN1c2ccccc2Sc2ccccc21	23	6	1	-0.9	-4	1	.	-3.3	9	-0.6
CCCCN(C(=O)c1cccc(S(=O)(=O)N(C)c2ccc(C)cc2)c1)c1c(N)n(CC(C)C)c(=O)[nH]c1=O	.	5	-10	-2.7	1	.	.	.	3	i
CN(C(=O)COC(=O)c1ccc(S(=O)(=O)N2CCCCCC2)cc1)c1ccccc1	.	-1	1	-3.7	.	.	.	.	3	-0.6
O=C(O)CC1(CC(=O)Nc2ccccc2N2CCOCC2)CCCC1	13	0	3	-1.0	0	7	-6	-2.3	5	-1.3
O=c1cccc2n1CC1CC2CN(C(c2cccc(F)c2)c2sc3ncnn3c2O)C1 (configuration not stated)	19	-2	-2	-1.4	4&-12	-5	0	-0.9	8	-0.6
CCCC/C(=N\NC(=O)c1ccc(Br)o1)c1ccccc1	-8	-2	3	-2.4	.	1	-2	2.5	7	-1.0
CCN(CC(=O)Nc1c(F)cccc1F)C(=O)c1ccc(S(=O)(=O)NCc2ccco2)cc1	.	1	-2	.	2	.	3	2.0	-1	3.2
CO[C@@]12[C@H](COC(N)=O)C3=C(C(=O)C(C)=C(N)C3=O)N1C[C@@H]1N[C@@H]12	.	-1	7	0.9	-5	.	-1	-2.0	18	58*
CC(C)(C)C(=O)N1CCN(c2nc3ccccc3s2)CC1	3	-1	2	5.9	-10	0	2	-1.0	-1	-0.5
O=C(Nc1ccccc1F)NC1CCCCCCC1	-7	-2	6	0.0	-22	0	6	0.0	-1	i
CC(=O)Nc1ccc(NC(=O)c2cc(-c3ccc(C)cc3O)n[nH]2)cc1	-5	-2	-28	-0.1	-6	-3	-19	-1.4	6	i
CCc1c(C(=O)NC2CCCCC2)[nH]c(C)c1C(C)=O	18	-2	3	2.5	11	-3	8	-0.4	-10	-0.3
CSc1nc(N)n2nc(-c3ccccc3)cc2n1	-7	-1	13	-0.5	-13	3	-6	-2.9	7	i
Cc1ccc(NC(=O)Cn2cc(C(F)(F)F)cc(Cl)c2=O)cc1Cl	11	1	7	.	5	3	-1	6.4	4	-0.4
O=C(c1ccco1)N1CCN(C(=O)c2ccco2)C1=S	.	1	-6	.	-8	.	.	.	5	0.0

(further entries)
SMILES	DUSP3 inh	FBA Mtb inh	MazEF act	BioA inh	PriA SSB inh	3CLpro inhibitor	Rv3671c protease	Mtb UGM inh	GDH-TPI inh	BH1578 lux ind
COc1cnc(-c2ccccc2)nc1Oc1cccc(C)c1	16	-1	6	-1.2	-70	-2	5	-1.9	9	i
Cc1ccc(SCC(=O)OCC(=O)NC2CCCCCCC2)cc1	.	-2	1	-0.3	-7	.	3	-1.7	8	-5.9
COc1cccc(C(=O)NCCN2CCN(c3ccc(Cl)cc3)CC2)c1	.	1	-13	0.3	5	.	1	-1.9	22	i
Cc1c(NC(=O)C2CCCN2S(=O)(=O)c2ccc(Cl)cc2)c(=O)n(-c2ccccc2)n1C (configuration not stated)	23	3	9	-1.5	-2	5	2	-1.2	11	i
O=Cc1cc(N=Nc2ccccc2Cl)ccc1O	-10	-15	-2	.	7	1	22	0.4	15	-0.2
CCN(CC)C(=O)c1sc2nc(-c3ccccc3)ccc2c1N	15	-3	0	.	6	7	5	-0.8	4	0.7
CCOC(=O)c1c(NC(=O)C2CCCCC2)sc2c1CCN(CC)C2	21	0	7	2.1	6	-2	0	0.2	4	i
COC(=O)c1cccc(COC(=O)CNC(=O)c2ccco2)c1	11	0	8	.	-9	-3	7	-4.4	-4	i
CN(C)/C=N/c1c(C(=O)NCc2ccccc2)nnn1Cc1ccccc1	37	1	3	-2.4	.	6	-1	-0.5	12	i
CNC(=O)Nc1cccc(-c2ccnc(C)n2)c1	-1	-1	-1	.	4	0	8	-2.2	-2	-0.4
CC(C)(C)c1cc(CCC(=O)NCc2ccccn2)cc(C(C)(C)C)c1O	-9	3	-2	0.4	-6	1	-2	1.6	3	0.1
O=C(Nc1ccc2oc(Cc3ccc(Cl)cc3)nc2c1)c1cccnc1	17	-2	-7	24	8	12	-8	2.7	2	i
Cc1cc(C(=O)Nc2sc(C)c(-c3ccc(F)cc3)c2C(N)=O)no1	11	-2	-31	-1.3	-31	0	-3	-0.5	22	.
CCC(C)NS(=O)(=O)c1ccc(NC(=O)c2cccs2)cc1 (configuration not stated)	25	0	-3	.	0	9	-3	-0.5	0	-0.3
Nc1cccc2c1nnn2C1OC(CO)C(O)C(O)C1O (configuration not stated)	16	3	.	-0.2	.	0	11	0.3	11	-0.3
Cc1c(C(=O)N/N=C/c2cccs2)nc2ccccn12	13	-2	4	.	.	3	-9	-0.3	29	-0.2
COc1ccccc1C(=O)Nc1ccccc1N1CCCCC1	.	1	1	-0.6	-2	4	1	-0.9	-7	-0.7
CC1CC(C)CN(S(=O)(=O)c2ccccc2[N+](=O)[O-])C1 (configuration not stated)	2	0	7	2.5	2	5	0	-1.6	-5	-0.5
Cc1ccc(OCC(=O)Nc2ccc3c(c2)nc(CCN2CCCC2)n3C)cc1	.	8	-2	-0.1	.	.	.	.	1	-0.3
CNC(=O)C1=C(C)NC(=S)NC1c1cc2c(cc1OC)CCCC2 (configuration not stated)	6	-1	-1	.	3	4	1	0.8	5	i
COc1cc(-c2nc(-c3ccccc3)c(-c3cccs3)[nH]2)cc(OC)c1OC	31	46*	0	0.3	-2	7	2	0.2	18	-0.5
CC(=O)c1ccc(NS(=O)(=O)c2ccc(-c3cnc(C4CC4)o3)cc2)cc1	23	-1	0	-0.6	-8	0	5	-1.2	23	-2.0
COc1cc2[nH]c(C(=O)N3CCC(Cc4ccccc4)CC3)cc2c(OC)c1OC	-8	1	-6	1.0	15	5	-3	3.3	-7	i
O=C(c1ccc(Cl)c(S(=O)(=O)N2CCCC2)c1)N1CCN(c2ccccn2)CC1	27	3	-11	.	-5	7	-5	0.5	6	-0.4
CC1CC(=O)N(CC(=O)Nc2cccc(Cl)c2)c2ccccc2S1(=O)=O (configuration not stated)	6	8	7	-1.9	-6	4	-7	-0.5	11	i
O=C(Nc1cccc(-c2nnc(-c3ccco3)o2)c1)c1ccccc1	12	3	3	0.0	-6	0	-5	0.9	6	i
CCCCOC(=O)c1ccc(NC(=O)CSc2nnnn2C)cc1	16	1	-4	-1.1	-11	-1	-1	-0.2	5	i
CC(=O)c1cccc(NC(=S)NC(=O)c2ccc(C)cc2Cl)c1	2	2	0	.	-5	3	-1	0.4	-1	1.0
COc1ccc(NC(=O)CCCCCN2C(=O)CCC2=O)cc1Cl	4	2	0	0.0	-8	6	5	0.1	2	-1.4
Cc1cc(=O)oc2cc(O)cc(O)c12	.	196*	-8	-0.1	-8	.	.	.	6	-0.5
COc1ccc(NC(=O)c2ccc(OC(=S)N(C)c3ccc(OC)cc3)cc2)cc1	26	-2	-6	-6.2	-8	1	-4	3.1	15	0.3
CCSc1nnc(-c2ccc(S(=O)(=O)N3CCOCC3)cc2)n1C	-12	30*	-8	.	-16	-4	-1	2.3	10	-0.2

A second format for some results above.
Second line of a record: DUSP3 inh	FBA Mtb inh	MazEF act	BioA inh	PriA SSB inh	3CLpro inhibitor	Rv3671c protease	Mtb UGM inh	GDH-TPI inh	BH1578 lux ind
Cc1cc(=O)oc2cc(O)cc(O)c12
 : .	196*	-8	-0.1	-8	.	.	.	6	-0.5
COc1ccc(NC(=O)c2ccc(OC(=S)N(C)c3ccc(OC)cc3)cc2)cc1
 : 26	-2	-6	-6.2	-8	1	-4	3.1	15	0.3
CC1CC(=O)N(CC(=O)Nc2cccc(Cl)c2)c2ccccc2S1(=O)=O (configuration not stated)
 : 6	8	7	-1.9	-6	4	-7	-0.5	11	i
